CHRM1 PAM = human M1 muscarinic receptor positive allosteric modulators, primary screen, CHO-K1 cells, Fluo-8 calcium fluorescence, 1536-well. Muscarinic acetylcholine receptor M1 (Homo sapiens), P11229. CHO-K1 hM1, ACh EC20; 0% = ACh EC20, 100% = maximal ACh. activation, % at 3 µM. hit rate 0.088% among 360,000. AID 588819, 2011; in the data active = activation above about 19%, passing the limit was not always enough
TAAR1 agonist = human TAAR1 agonists, primary screen, Fluo-8 calcium fluorescence, CHO RD-HGA16 cells | Trace amine-associated receptor 1 (Homo sapiens), Q96RJ0 | vehicle wells 0%, saturating PEA agonist 100% | AID 624467, 2012 | hit rate 0.99% among 360,000 | activation, % at 3 µM;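 active = activation above the mean activation of all test compounds in the run plus 3 SD, cut at about 38% in these data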
Target sequence (Q96RJ0 whole entry, looked up): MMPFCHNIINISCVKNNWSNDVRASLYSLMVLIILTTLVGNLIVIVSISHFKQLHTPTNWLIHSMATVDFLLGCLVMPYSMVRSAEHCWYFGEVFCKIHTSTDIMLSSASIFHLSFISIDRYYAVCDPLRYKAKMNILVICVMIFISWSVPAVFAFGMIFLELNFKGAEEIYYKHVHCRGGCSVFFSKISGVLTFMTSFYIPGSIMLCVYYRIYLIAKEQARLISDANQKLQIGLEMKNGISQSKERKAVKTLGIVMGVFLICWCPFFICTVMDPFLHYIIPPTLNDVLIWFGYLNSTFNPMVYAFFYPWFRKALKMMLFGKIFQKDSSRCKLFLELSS
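Signal – calcium-sensitive Fluo-8 signal, excitation 470-495, emission 515-575 nm · System – RD-HGA16 (CHO) cells co-expressing Gα16 and hTAAR1 · Incubation – 17-24 h seeding, 75 min 37 °C dye, 30 min RT · Compound dosing – 3 µM single concentration · Repeats – no replicates (n 1)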
CHRM5 antagonist = human M5 muscarinic receptor antagonists, primary screen, CHO cells, Fluo-8 calcium fluorescence; AID 624040, 2012; hit rate 0.59% among 360,000; CHO-hM5 cells, ACh EC80; Muscarinic acetylcholine receptor M5 (Homo sapiens), P08912; inhibition, % at 3 µM;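 active = inhibition above a per-plate cutoff, the mean of that plate's test compounds plus 3 SD, cut at about 27% in these data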;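 also: 0% = acetylcholine EC80 with DMSO and 100% = DMSO without agonist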
Target sequence (P08912 whole entry, looked up): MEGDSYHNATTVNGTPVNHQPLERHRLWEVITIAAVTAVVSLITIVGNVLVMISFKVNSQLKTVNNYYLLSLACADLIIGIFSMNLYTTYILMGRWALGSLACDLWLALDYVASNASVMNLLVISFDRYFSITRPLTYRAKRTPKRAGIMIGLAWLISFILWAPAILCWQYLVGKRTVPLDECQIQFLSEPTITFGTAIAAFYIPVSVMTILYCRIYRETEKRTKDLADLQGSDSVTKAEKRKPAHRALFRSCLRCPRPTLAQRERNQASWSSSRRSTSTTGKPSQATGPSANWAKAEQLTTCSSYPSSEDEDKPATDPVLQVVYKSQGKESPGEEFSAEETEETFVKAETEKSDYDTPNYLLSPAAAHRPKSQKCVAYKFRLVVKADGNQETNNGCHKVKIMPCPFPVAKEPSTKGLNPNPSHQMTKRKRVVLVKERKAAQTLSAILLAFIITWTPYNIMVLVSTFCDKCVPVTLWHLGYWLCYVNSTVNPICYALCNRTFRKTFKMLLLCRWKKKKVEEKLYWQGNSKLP
CHRM5 PAM = human M5 muscarinic receptor positive allosteric modulators, primary screen, CHO-K1 cells, Fluo-8 calcium fluorescence; CHO-K1 hM5, ACh EC20 PAM; 0% = ACh EC20, 100% = ACh EC100; activation, % at 3 µM; Muscarinic acetylcholine receptor M5 (Homo sapiens), P08912; hit rate 0.3% among 360,000; AID 624038, 2012;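 active = activation above the run cutoff, the mean activation of all test compounds plus 3 SD, cut at about 18% in these data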
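Test system: CHO-K1 hM5 cells / Doses: single-point, 3 µM nominal / Times: Post-acetylcholine fluorescence recording 140 s / Technique: Fluo-8 calcium fluorescence / Measure: Max/basal fluorescence ratio as % of EC20–EC100 ACh window / Benchmarks: low control EC20 acetylcholine (0%), high control EC100 acetylcholine (100%) / Replicates: one well per compound, no replicates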
M4 antag = human M4 muscarinic receptor antagonists, primary screen, CHO cells, Fluo-8 calcium fluorescence; CHO-hM4 cells, ACh EC80; inhibition, % at 3 µM; hit rate 0.73% among 360,000;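 active = inhibition above its plate's cutoff, the mean inhibition of sample wells plus 3 SD, cut at about 27% in these data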;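 also: 0% = acetylcholine EC80 with DMSO and 100% = DMSO without agonist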
M4 ag = human M4 muscarinic receptor agonists, primary screen, CHO-K1 cells, Fluo-8 calcium fluorescence | AID 624127, 2012 | hit rate 0.14% among 360,000 | CHO-K1 hM4/Gqi5; vehicle 0%, full acetylcholine response 100% | activation, % at 3 µM | Muscarinic acetylcholine receptor M4 (Homo sapiens), P08173;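 active = activation above the run mean over all test wells plus 3 SD, cut at about 32% in these data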;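 also: peak over basal fluorescence ratio per well then scaled between controls; 0% = DMSO wells and 100% = acetylcholine at EC100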
CHRM5 agonist = human M5 muscarinic receptor agonists, primary screen, CHO-K1 cells, Fluo-8 calcium fluorescence; CHO-K1 hM5 cells; 0% DMSO wells, 100% maximal acetylcholine response; activation, % at 3 µM; hit rate 0.19% among 360,000; AID 624037, 2012;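 active = activation above the run's mean over test compounds plus 3 SD, cut at about 23% in these data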;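 also: signal is peak over basal fluorescence ratio across the kinetic read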
M1 ag = human M1 muscarinic receptor agonists, primary screen, Fluo-8 calcium fluorescence, CHO-K1 cells, HTS | AID 588814, 2011 | CHO-K1 hM1, agonist mode; 0% DMSO, 100% acetylcholine EC100 | Muscarinic acetylcholine receptor M1 (Homo sapiens), P11229 | hit rate 0.33% among 360,000 | activation, % at 3 µM;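 active = activation above the run's mean compound activation plus 3 SD, cut at about 16% in these data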;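 also: peak over basal fluorescence ratio within a 140 s kinetic read after compound addition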
CHRM1 antagonist = human M1 muscarinic receptor antagonists, primary screen, CHO-K1 cells, Fluo-8 calcium fluorescence, 1536-well; Muscarinic acetylcholine receptor M1 (Homo sapiens), P11229; CHO-K1 hM1, ACh EC80 antagonist; inhibition, % at 3 µM; hit rate 1.3% among 360,000; AID 588852, 2011;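 active = percent inhibition above its own plate's cutoff, namely the mean of that plate's compound wells plus 3 SD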;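 also: peak over basal fluorescence ratio during 140 s after agonist addition; 0% = ACh EC80 plus DMSO and 100% = DMSO alone without agonist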
Starred values were filed as active, the others as inactive; . = no result given. Only part of the results is shown, so the mix of outcomes need not match the whole.

SMILES | CHRM1 PAM | TAAR1 agonist | CHRM5 antagonist | CHRM5 PAM | M4 antag | M4 ag | CHRM5 agonist | M1 ag | CHRM1 antagonist
COc1ccc(NC(=O)Cn2nnc(-c3ccccc3NS(=O)(=O)c3ccccc3)n2)cc1 | -7 | . | 26 | -14 | 13 | 6 | 0 | -3 | 21
CCc1ccc(CCC(=O)Nc2nc(CC(C)=O)ns2)o1 | 4 | 5 | 0 | 6 | 0 | 1 | 3 | -1 | -6
CC(C)(C)c1ccc(C(=O)N2CCC2(C)C(=O)NS(=O)(=O)c2ccccc2Cl)cc1 (stereo unspecified) | 5 | 1 | -2 | -1 | -4 | 2 | 1 | -2 | -9
OCCC1CN(C2CSCCSC2)CCN1Cc1ccccc1 (stereo unspecified) | -5 | 2 | 9 | -1 | 2 | 1 | -3 | -7 | 17
COCC(=O)/C=C1\Sc2ccccc2N1C | 9 | 13 | 1 | -4 | -8 | 2 | 2 | -4 | -28
CCOc1ccc(CNC(=O)CCS(=O)(=O)c2ccc3c(c2)NC(=O)CO3)cc1OC | 6 | 1 | 12 | -5 | -2 | 3 | -4 | -3 | -4
COc1ccc(CCNc2nc(-c3ccc(F)cc3)c(CC(=O)O)s2)cc1OC | -1 | -3 | 3 | -2 | -10 | 3 | 0 | 0 | 1
Cc1cc(C)c2nc(-c3ccccn3)cc(C(=O)Nc3cc(C)on3)c2c1 | 8 | 1 | 3 | 2 | -14 | 0 | -4 | -1 | -10
COc1cccc(C(=O)N2N=C(c3cccc(OC)c3)CC2(O)C(F)(F)F)c1 (stereo unspecified) | -3 | 7 | 3 | -7 | -2 | 0 | -2 | -8 | 1
Cc1nnc2sc(-c3ccc(NC(=O)CSc4ccc(Cl)cc4)cc3)nn12 | 0 | 11 | 10 | -4 | -5 | 1 | 0 | -3 | 2
COc1ccc(OCCCC(=O)N(CCC2=CCCCC2)c2c(N)n(Cc3ccccc3)c(=O)[nH]c2=O)cc1 | 3 | -1 | -2 | 2 | -29 | 0 | -4 | -1 | -6
Cc1c(NS(=O)(=O)c2ccc(Br)s2)c(=O)n(-c2ccccc2)n1C | 12 | 15 | -5 | 8 | 2 | 1 | -5 | -6 | -31

An excerpt of these results, as labelled records:
> CCc1ccc(CCC(=O)Nc2nc(CC(C)=O)ns2)o1
  CHRM1 PAM: 4; TAAR1 agonist: 5; CHRM5 antagonist: 0; CHRM5 PAM: 6; M4 antag: 0; M4 ag: 1; CHRM5 agonist: 3; M1 ag: -1; CHRM1 antagonist: -6
> CC(C)(C)c1ccc(C(=O)N2CCC2(C)C(=O)NS(=O)(=O)c2ccccc2Cl)cc1 (stereo unspecified)
  CHRM1 PAM: 5; TAAR1 agonist: 1; CHRM5 antagonist: -2; CHRM5 PAM: -1; M4 antag: -4; M4 ag: 2; CHRM5 agonist: 1; M1 ag: -2; CHRM1 antagonist: -9
> OCCC1CN(C2CSCCSC2)CCN1Cc1ccccc1 (stereo unspecified)
  CHRM1 PAM: -5; TAAR1 agonist: 2; CHRM5 antagonist: 9; CHRM5 PAM: -1; M4 antag: 2; M4 ag: 1; CHRM5 agonist: -3; M1 ag: -7; CHRM1 antagonist: 17

(more compounds)
SMILES | CHRM1 PAM | TAAR1 agonist | CHRM5 antagonist | CHRM5 PAM | M4 antag | M4 ag | CHRM5 agonist | M1 ag | CHRM1 antagonist
CCOC(=O)C1=C(C)N=c2s/c(=C/c3ccc(OCC(=O)O)cc3)c(=O)n2C1c1ccc(OC)cc1OC (stereo unspecified) | 18 | 3 | -5 | -4 | -13 | 1 | 6 | 0 | -18
COc1ccc(Cl)cc1NC(=O)COC(=O)c1ccc(C)o1 | -2 | 1 | 8 | 6 | 8 | 2 | -7 | -5 | -1
CC(=O)N(C)c1ccc(N=Nc2ccc3ncccc3c2)cc1 | 3 | 2 | -12 | 2 | -12 | 5 | 6 | 1 | -6
Cc1c(N2C(=O)/C(=C\C3CC=CCC3)SC2=S)c(=O)n(-c2ccccc2)n1C (stereo unspecified) | -26 | 0 | 11 | -1 | 5 | 1 | -15 | -8 | 62*
COc1ccc(-c2cc3c(=O)n(CC(=O)NC4CCN(Cc5ccccc5)CC4)ncn3n2)cc1 | 1 | 4 | 3 | -4 | -2 | 1 | 1 | -2 | -2
CCOc1cc(/C=N/NC(=O)c2cc(-c3cccnc3)nc3ccccc23)ccc1O | 6 | 10 | 1 | 5 | -12 | 5 | 7 | -1 | -3
CCOc1ccccc1C(=O)N(Cc1cccs1)C1CCS(=O)(=O)C1 (stereo unspecified) | 0 | 9 | 3 | 5 | -6 | 1 | -1 | -3 | -6
CCOC(=O)N1CCN(S(=O)(=O)c2ccc(NC(C)=O)cc2)CC1 | 2 | 2 | 7 | -4 | 8 | 3 | 4 | -2 | -4
CCOc1ccc(NC(=O)CN2CCN(CC(=O)Nc3ccc(OC)cc3OC)CC2)cc1 | 10 | 0 | 4 | -2 | -4 | 1 | -6 | -5 | -13
CCN(CC)Cc1c(C(=O)N/N=C/c2ccc(OCc3ccccc3C)cc2)nnn1-c1nonc1N | -2 | 1 | -7 | 2 | 4 | 0 | -2 | -2 | 2
COc1ccc(-c2nc(CS(=O)(=O)CC(=O)NCCCN3CCOCC3)c(C)o2)cc1 | 2 | 2 | -9 | 7 | -6 | 0 | -1 | -4 | -2
COc1ccc(CCC(C)Nc2cccc(F)c2)cc1 (stereo unspecified) | -14 | 22 | 5 | -1 | -8 | -1 | 0 | -6 | 25
C[C@@H]1CCCCO[C@H](CN(C)S(=O)(=O)c2cccs2)[C@@H](C)CN([C@H](C)CO)C(=O)c2cc(NC(=O)Nc3ccc4c(c3)OCO4)ccc2O1 | 2 | 1 | -2 | 2 | -3 | 0 | 2 | -4 | -14
N#Cc1c(NC(=O)CN2CCOCC2)oc(-c2ccccc2)c1-c1ccccc1 | 3 | 16 | -3 | 5 | -6 | -1 | 1 | -4 | -32
COc1cccc(C2C3=C(CC(C)(C)CC3=O)Nc3cc4c(cc32)OCO4)c1 (stereo unspecified) | 3 | -2 | 1 | -2 | 0 | 1 | -4 | -11 | -6
CCN(CC)C(=O)COC(=O)C1CCN(S(=O)(=O)c2ccc3c(c2)OCCO3)CC1 | 2 | 3 | 5 | -1 | 19 | 1 | -2 | -5 | -2
CCOC(=O)c1ccc(S(=O)(=O)N2CCN(C(=O)c3cccc(S(=O)(=O)N4CC(C)OC(C)C4)c3)CC2)cc1 (stereo unspecified) | -3 | 2 | 10 | -1 | 11 | 4 | -5 | -8 | 3
COc1cccc(Nc2c([N+](=O)[O-])cncc2[N+](=O)[O-])c1 | 5 | 12 | 11 | 5 | -11 | 1 | -1 | -4 | -10
CN1CCn2cnc(C(=O)NCc3ccc(CNC(=O)OC(C)(C)C)cc3)c2C1=O | 0 | 0 | 4 | 1 | -6 | -1 | -1 | -6 | 4
CC(=O)Nc1c(Cl)cc2c(c1Cl)Cc1cc(C#N)ccc1-2 | 2 | 1 | 8 | 2 | 0 | 1 | -2 | -3 | -16
CCOc1ccc(OCC)c(NC(=O)CCNS(=O)(=O)c2cc(Br)cnc2N)c1 | 2 | -1 | -14 | 0 | 4 | 2 | -6 | -3 | -3
Cc1nc(NC(=O)COC(=O)C2CC2C)c(Cl)cc1Cl (stereo unspecified) | 4 | 1 | 5 | 0 | 8 | 3 | 1 | -3 | 0
O=C(CN(C(=O)CCC(=O)Nc1ccccn1)C1CCCC1)NCc1ccccc1 | 3 | 6 | 20 | -5 | -14 | 1 | -3 | -3 | -1
CCOC(=O)Cn1cnc2c(nnn2-c2ccc(C)cc2)c1=O | 6 | 7 | -1 | 4 | 4 | -1 | -2 | -5 | -11
CCCOc1ccc(OCC(=O)c2[nH]c(C)c(C(C)=O)c2C)cc1 | -5 | . | 13 | -6 | 11 | 10 | 6 | 2 | 15
CN(C)C(=O)CSc1nc2ccccc2c(=O)[nH]1 | 7 | 0 | 4 | 0 | 4 | 0 | -1 | -2 | -23
CC1Cc2ccccc2N1C(=O)CN1C(=O)CN(C)C(=O)c2ccccc21 (stereo unspecified) | -5 | 4 | 13 | 0 | 9 | 1 | -9 | -6 | 14
CCC(Sc1nc2cc3c(cc2c(=O)n1Cc1ccco1)OCO3)C(=O)NCCOC (stereo unspecified) | 1 | 7 | 4 | 0 | -3 | 3 | 0 | -4 | 2
COc1cccc(C2C(C(N)=O)=C(C)Nc3nc(CCCO)nn32)c1 (stereo unspecified) | 18 | 0 | 19 | -4 | -1 | 0 | -3 | 1 | -17
Cc1cc(C)c2nc(-c3ccccn3)cc(C(=O)Nc3ccc(S(=O)(=O)Nc4cc(C)on4)cc3)c2c1 | -4 | 5 | -2 | 0 | 4 | -2 | 1 | -4 | 10
COc1ccc(CSc2ccc(-c3nc4ccccn4c3NCc3ccccc3)cc2OC)cc1 | -11 | 18 | 4 | -20 | 16 | 9 | 2 | -3 | 17
N#CC1(NC(=O)COC(=O)c2cc(=O)[nH]c3ccccc23)CCCCC1 | 5 | 1 | -2 | -2 | -8 | 1 | 1 | -2 | 2
Cc1ccc(NS(=O)(=O)c2cc(C(=O)NCc3cccnc3)ccc2C)cc1 | 9 | 1 | -3 | 6 | 0 | 3 | -3 | -3 | -21
COC(=O)CSc1nnnn1-c1ccccc1 | 8 | 4 | -6 | -5 | -2 | 0 | -1 | -3 | -12
COc1ccc(CCNC(=O)CCn2c(SCC#N)nc3ccccc3c2=O)cc1OC | 5 | 8 | 5 | -4 | -13 | 1 | 0 | -3 | 3
CCOc1ccc(S(=O)(=O)N(CC)CC(=O)NCc2cccnc2)cc1 | 13 | 1 | 13 | 4 | -10 | 1 | -1 | 0 | -5
Cc1cc(NCCNC2=CC(=O)CCC2)nc2ccccc12 | -3 | -2 | 1 | -6 | 3 | 1 | -5 | -5 | 8
O=C(Nc1ccc(N2CCOCC2)c(S(=O)(=O)Nc2ccc(Cl)cc2)c1)c1cnccn1 | 8 | 3 | 17 | -9 | -7 | 4 | -6 | -3 | -13
CCc1nnc(SCC(=O)NC2CC2)n1CC | 11 | 1 | 9 | -1 | -4 | 1 | -5 | 1 | 1
COc1cc(CNc2ccc(N3CCCCC3)cc2)ccc1OCC(=O)NC(C)(C)C | 9 | 4 | -9 | 17 | -2 | 2 | 8 | -3 | -19
CCc1noc(C)c1C(=O)NC1CCCc2c1cnn2-c1ccc(C(C)(C)C)cc1 (stereo unspecified) | 9 | 1 | -5 | 5 | -5 | 0 | -1 | -2 | -9
CC(=O)c1cccc(NC(=O)N2CCC(NC(=O)c3ccco3)CC2)c1 | 3 | 0 | 0 | 9 | -6 | 2 | -5 | -7 | 1
